# Assay outcomes: PubChem BioAssay, National Center for Advancing Translational Sciences (NCATS)
# p53ts 39C kill – qHTS Screen for Compounds that Selectively Target Cancer Cells with p53 Mutations: Cytotoxicity of p53ts Cells at the Nonpermissive Temperature; H1299-p53A138V viability at 39C, ATP luminescence, 24 h; Potency, µM (highest dose often 46.1 µM), for inactives: at the highest dose activity change, negative = cell killing, most hits filed as cytotoxic; 130,000 compounds, 1.5% hits; note: nearly all actives have a fitted effect of over 55% in size
# p53ts 32C kill – qHTS Screen for Compounds that Selectively Target Cancer Cells with p53 Mutations: Cytotoxicity of p53ts Cells at the Permissive Temperature; H1299-p53A138V at 32C, ATP luminescence viability, 24 h; Potency, µM (highest dose often 46.1 µM), without a hit: at the top dose activity change, negative = cytotoxicity, usual class: cytotoxic; 130,000 compounds, 0.93% hits; AID 924, 2007;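 note: 0% = DMSO and -100% = full killing by reference compound; nearly all actives have a fitted effect of over 55% in size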
#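 ATP-content luminescence (ATPlite) read-out after 24 h compound exposure at 32C in H1299-p53A138V cells (600/well). Tested up to 46 uM. Normalized to DMSO (0%) and 100 uM tamoxifen (100% killing); Hill-fit AC50.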
# IkB signaling – IkB Signaling | ABC-DLBCL IkBa-CBG/CBR dual luciferase ratio, 4 h; response scale: scaled: untreated 0%, proteasome inhibitor 100% | Potency, µM (highest dose often 57.1 µM), for the others: at the top dose IkBa stabilization activation | 110,000 compounds, 0.04% hits; active = well fitted curve in the direction sought with a large enough effect in the signal ratio, not every such curve was filed as active; inconclusive = small, poorly fitted or top-dose-only effect, or a change in a side signal; the % refers to the signal ratio;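 note: the direction sought is a rising ratio; 0% = basal untreated cells and 100% = reference inhibitor full response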
#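 In this assay, an IκBα–CBG68 fusion accumulates when IKK-driven degradation is blocked; native CBR normalizes for cell number. OCI-Ly3 cells were treated 4 h with compound and doxycycline, then green and red light read after Chroma-Glo addition.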
# Imprint erasure – qHTS Assay for Compounds that Induce Erasure of Genomic Imprints | mouse ES Peg3-LacZ reporter, beta-gal luminescence, 40 h | Potency, µM (doses to about 60.7 µM), without a hit: at the highest dose activity change, positive = activation, usual class: activators | 110,000 compounds, 0.02% hits;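 note: 0% = negative control wells on the plate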
#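 Gelatin-coated wells received 300 freshly trypsinized female ES cells with a Peg3LacZ-Neo reporter on the maternal allele, then incubated 40 hours at 37C. BetaGlo was added for 5 minutes at room temperature before a single luminescence read.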
# Active calls of the source: *; ? = inconclusive; / = not tested or not shown; [ ] = another dose, or the depositor's remark. Unless noted, calls come from the whole dose curve; as a rule, active = well fitted curve in the direction sought with a large enough effect; inconclusive = small, poorly fitted or top-dose-only effect, or another doubt; inactive = no such curve, though single readings can be large; an effect the other way counts as inactive or inconclusive. Unless noted, % is set by controls: 0 for no effect and ±100 for the full control effect; potency is the fitted concentration of half-maximal effect.
# Preview, 4 compounds:
molecule | p53ts 39C kill | p53ts 32C kill | IkB signaling | Imprint erasure
CCC(Sc1nnc(C)n2c1cc1sccc12)C(=O)Nc1ccccc1F (configuration not stated) | -30.5% | 19.8% | ? | -16.9%[10.9 µM]
COc1ccc(Cc2nnc(SC)[nH]c2=O)cc1OC | 1.6% | -3.0% | 2.0% | -2.1%
CC12CCC(C/C1=N\N=C1\NC(=O)/C(=C\c3ccc(Cl)cc3)S1)C2(C)C (configuration not stated) | -1.0% | -24.7% | / | /
COc1ccc(N2CCN(C(=O)Cc3noc4ccc(C)cc34)CC2)cc1 | -15.4% | 7.7% | ? | -5.3%[10.9 µM]

# All compounds of this part, from the first entry:
molecule | p53ts 39C kill | p53ts 32C kill | IkB signaling | Imprint erasure
CCC(Sc1nnc(C)n2c1cc1sccc12)C(=O)Nc1ccccc1F (configuration not stated) | -30.5% | 19.8% | ? | -16.9%[10.9 µM]
COc1ccc(Cc2nnc(SC)[nH]c2=O)cc1OC | 1.6% | -3.0% | 2.0% | -2.1%
CC12CCC(C/C1=N\N=C1\NC(=O)/C(=C\c3ccc(Cl)cc3)S1)C2(C)C (configuration not stated) | -1.0% | -24.7% | / | /
COc1ccc(N2CCN(C(=O)Cc3noc4ccc(C)cc34)CC2)cc1 | -15.4% | 7.7% | ? | -5.3%[10.9 µM]
CCOc1ccccc1Nc1ncnc2c1cnn2-c1ccccc1 | 10.8% | -13.9% | ? | -84.4%[inhibitor]
COc1ccc(C(=O)Nc2nc(-c3nnn(-c4cc(OC)ccc4OC)c3C)ns2)cc1 | -13.1% | 8.8% | -0.1% | -5.9%[10.9 µM]
O=C(Nc1nnc(S(=O)(=O)N2CCOCC2)s1)c1cccc(Br)c1 | -7.6% | 7.9% | -0.3% | -12.1%[10.9 µM]
CC1=NC(C(F)(F)F)(C(F)(F)F)C(C#N)=C(C)N1 | 15.5% | 1.9% | 0.3% | -5.3%
COCCNC(=O)c1ccc(-c2nc(CS(=O)(=O)c3ccccc3)c(C)o2)cc1 | 12.6% | -2.4% | -1.6% | 17.8%[10.9 µM]
COc1ccccc1-c1nn(CCC(=O)Nc2cccc(C(C)=O)c2)c2nc(C)cc(C)c12 | -19.3% | 4.5% | 6.3% | -7.7%[10.9 µM]
COc1ccc(NC(=O)C(NC(=O)/C=C\c2ccc3c(c2)OCO3)c2ccc(C)cc2)cc1 (configuration not stated) | 23.1% | -1.2% | 0.8% | -2.2%[10.9 µM]
COc1ccc(CNc2ccnc(-c3ccccc3CN(C)C)n2)c(OC)c1 | -23.5% | -16.5% | 0.6%[11.4 µM] | -14.4%
CC1=C(C(=O)OC(C)(C)C)C(c2ccco2)C(C#N)=C(N)O1 (configuration not stated) | 5.1% | -4.3% | 1.4% | -5.3%
O=C(NCC1CCCO1)c1c(O)c2cccc3c2n(c1=O)CCC3 (configuration not stated) | -16.1% | -11.3% | -3.5% | 2.9%
Cc1ccc(-c2sc(C)nc2CC(=O)O)cc1 | 0.3% | 5.8% | 0.8% | -4.5%
c1ccc(SCc2nc(-c3ccccn3)no2)cc1 | -5.9% | -12.4% | ? | -20.6%
Cc1ccc(CNC(=O)C2CCCN(S(=O)(=O)c3cnc[nH]3)C2)cc1 (configuration not stated) | 11.4% | 0.8% | -3.8% | 10.0%
COC(=O)Cc1ccc(NC(=O)c2cccs2)cc1 | ? | ? | ? | -64.4%[inhibitor]
COc1ccc(C2(Nc3cccc(F)c3)C(=O)c3ccccc3C2=O)cc1 | -11.2% | 2.3% | ? | -10.2%[10.9 µM]
COC(=O)c1ccc(COC(=O)c2c(C)nn(Cc3ccccc3Cl)c2Cl)o1 | ? | -7.2% | ? | -13.4%
CCOC(=O)c1cc(C(C)=O)c(=O)n(C)c1N | 0.3% | 4.6% | -0.9% | 8.7%
COc1ccc(OC)c(NC(=O)Cn2c(=O)cc(C)c3c(C)nn(-c4cccc(Cl)c4C)c32)c1 | -10.1% | -6.0% | 10.0% | -14.7%[10.9 µM]
COc1ccc(OC)c(NC(=O)c2c(NCc3cccs3)sc3c2CCCCC3)c1 | -21.4% | -0.3% | ? | -14.1%[10.9 µM]
COc1cccc(N2CC(NC(=O)C3CCCC3)CC2=O)c1 (configuration not stated) | -0.8% | -3.1% | -1.2% | -2.0%[10.9 µM]

# Four consecutive compounds already listed:
molecule | p53ts 39C kill | p53ts 32C kill | IkB signaling | Imprint erasure
COC(=O)Cc1ccc(NC(=O)c2cccs2)cc1 | ? | ? | ? | -64.4%[inhibitor]
COc1ccc(C2(Nc3cccc(F)c3)C(=O)c3ccccc3C2=O)cc1 | -11.2% | 2.3% | ? | -10.2%[10.9 µM]
COC(=O)c1ccc(COC(=O)c2c(C)nn(Cc3ccccc3Cl)c2Cl)o1 | ? | -7.2% | ? | -13.4%
CCOC(=O)c1cc(C(C)=O)c(=O)n(C)c1N | 0.3% | 4.6% | -0.9% | 8.7%

# The listing continues:
molecule | p53ts 39C kill | p53ts 32C kill | IkB signaling | Imprint erasure
COc1ccc(NC(=O)c2cnc(C)cn2)c2ncccc12 | -0.4% | 1.0% | -0.3% | -20.8%
N#C/C(=C\c1ccc(-c2cccc(Cl)c2)o1)C(=O)Nc1cccc(C(F)(F)F)c1 | 12.6µM* | -0.8% | 1.9% | -19.8%[10.9 µM]
CC(=O)OC1CCC2(C)C3CCC4(C)C(CC5CCCCC54C(C)=O)C3CC(=O)[C@@]2(O)C1 (some centres not stated) | -8.1% | -10.4% | / | -3.8%
O=c1nc2n(c3ccccc13)Cc1ccccc1-2 | -9.2% | 1.1% | 0.1% | -12.1%
CSCCC(NC(=O)C1CCCCC1)C(=O)Nc1ccc(F)c(Cl)c1 (configuration not stated) | -15.5% | 4.1% | 28.9% | 5.2%[10.9 µM]
COc1cccc(-c2cc(C(=O)NCCc3ccc(OC)c(OC)c3)no2)c1 | 3.5% | 5.5% | 0.5% | 11.4%[10.9 µM]
O=c1oc2ccccc2cc1NCc1ccccc1O | -9.4% | -8.6% | ? | -29.0%
O=C(Nc1nccs1)c1ccc(CSc2nnnn2-c2ccccc2)cc1 | -3.3% | 6.5% | ? | -31.2%[inhibitor]
N=c1c(C(=O)NCc2ccc(F)cc2)cc2c(=O)n3ccccc3nc2n1CCCN1CCOCC1 | 8.6% | -9.9% | 0.3% | -11.2%
Cc1ccc(N2CC(c3nc4ccccc4[nH]3)CC2=O)c(C)c1 (configuration not stated) | 4.5% | 17.1% | -1.5% | -16.0%
CSC1=N/C(=C\c2ccc(C)o2)C(=O)S1 | 4.8% | 3.2% | 1.8% | -11.2%
Cc1cccc(-c2nc(CN3CCCC(C(=O)NC4CCCCC4)C3)c(C)o2)c1 (configuration not stated) | -9.9% | -0.8% | ? | -20.0%
Cc1cc(=S)cc(C)n1CCCO | -4.0% | 3.0% | 2.8% | 4.3%
CCc1ccc(N2CCn3c2nc2c3c(=O)n(CCc3ccccc3)c(=O)n2C)cc1 | -27.7% | -4.9% | -0.6% | -10.8%[10.9 µM]
O=C(Nc1nccs1)c1csc2c1CCCC2 | 6.2% | -5.0% | / | /
CS(=O)(=O)Nc1cccc(-c2ccc3ncnc(NCCN4CCOCC4)c3c2)c1 | -8.9% | -1.2% | -3.5%[11.4 µM] | 2.0%
Cc1ccccc1NS(=O)(=O)c1ccc2[nH]cc(C(=O)N3CCCCC3)c(=O)c2c1 | 11.9% | 12.8% | 0.0% | -16.4%[10.9 µM]
COC(=O)c1c(NC(=O)c2cc3ccccc3c(=O)o2)sc2c1CCCC2 | 20.6% | 2.1% | ? | 6.5%[10.9 µM]
CCC(CC)C(=O)Nc1ccccc1NC(C)=O | -3.0% | -4.1% | 0.9% | -4.3%
Cc1ccccc1Nc1nn2c(=O)c3ccc(C(=O)NCc4cccs4)cc3nc2s1 | -8.1% | -14.6% | ? | 4.9%[10.9 µM]
COc1ccccc1CCn1c(=O)c(-c2cccc(Cl)c2)nc2cncnc21 | -15.4% | -7.6% | 0.9%[11.4 µM] | -13.9%
CC(C)(C)C(=O)Nc1ccc2nc(SCc3ccccc3)sc2c1 | -19.7% | -14.6% | ? | -13.7%[10.9 µM]
COc1ccccc1NC(=O)CSc1ccc2nnc(-c3cccnc3)n2n1 | 14.6% | 7.9% | 1.7% | -14.7%
c1ccc(-c2nnc(CN3CCC4(CC3)OCCO4)o2)cc1 | 6.9% | -1.6% | -0.4% | -15.3%
Cc1cc(C)nc(N2CCC(C(=O)Nc3ccc4c(c3)OCO4)CC2)n1 | -2.1% | 8.6% | 1.0% | -11.6%
CCC(=O)Nc1sc2c(c1C(=O)N(C)C)CCCCC2 | -2.1% | 3.2% | / | /
O=c1[nH]nc(CSCc2ccccc2Cl)[nH]1 | 5.5% | 7.9% | -0.5% | -5.8%
CCc1nn2c(=O)cc(COC(=O)Cc3ccccc3)nc2s1 | -9.1% | 3.0% | -1.4% | -12.7%[10.9 µM]
Cc1cc(NC(=O)c2ccc(NC(=O)CCS(=O)(=O)c3cccs3)cc2)ccc1Br | ? | -2.6% | ? | -10.8%[10.9 µM]
COc1ccc2c(C)c(CC(=O)NCc3ccccc3Cl)c(=O)oc2c1OC | -10.1% | 1.1% | -1.4% | -2.8%[10.9 µM]
O=C(Cc1ccc(Br)cc1)N1CCCCCC1 | -1.8% | -0.3% | 0.4% | -17.9%
COc1ccc(-c2cc(C(F)(F)F)n3nc(C(=O)Nc4cccc(Cl)c4Cl)cc3n2)cc1OC | 15.9% | -1.0% | 1.5% | -11.7%[10.9 µM]
Cc1cccn2c(=O)cc(COc3ccc(NC(=O)C(C)C)cc3)nc12 | 9.6% | 8.0% | -2.9% | -10.3%[10.9 µM]
CC(=O)N1CCc2cc(S(=O)(=O)NCCC3=CCCCC3)ccc21 | -16.3% | 7.0% | 2.9% | -21.0%
COc1ccc(NC(=O)c2sc3nc(-c4cc5ccc(OC)cc5oc4=O)[nH]c(=O)c3c2C)cc1 | 1.6% | -10.6% | -0.2% | -10.6%[10.9 µM]
CCOc1ccc2nc(NCCCNS(=O)(=O)c3ccccc3)c(C#N)cc2c1 | -11.7% | 3.3% | 11.7% | -17.3%
CCOc1ccc(CNS(=O)(=O)c2c(C(=O)N3CCCCCC3)c(C)n(C)c2C)cc1OC | -9.9% | -7.2% | -1.2% | -10.5%[10.9 µM]
O=S(=O)(Cc1nc2ccccc2s1)c1ccccc1 | -15.8% | -12.3% | ? | -55.4%[inhibitor]
Cc1cc(C(=O)CN2C(=O)NC3(CCCc4ccccc43)C2=O)c(C)n1Cc1cccs1 (configuration not stated) | -5.6% | -7.3% | 0.7% | -22.0%
O=C(CCC(=O)N1CC2CCCN2c2ccccc21)NCc1cccc(Cl)c1 (configuration not stated) | ? | ? | -2.2% | -10.4%[10.9 µM]
CC1(C)[C@@H]2CC[C@]1(CC(=O)O)[C@H](Cl)C2 | -4.3%[9.22 µM] | -5.0%[9.22 µM] | -0.8%[11.4 µM] | -8.5%[10.9 µM]
COc1ccc(C(=O)Nc2nnc(Cc3cccs3)s2)cc1OC | 7.7% | -6.4% | -2.4% | -6.1%
CC(CN(C)C)NC(=O)c1ccc(Cc2nc3ccccc3[nH]2)cc1 (configuration not stated) | -1.3% | 8.3% | / | /
CCc1ccc2oc(C(=O)NCc3ccccc3)cc(=O)c2c1 | -9.4% | -6.1% | 1.6% | 1.1%[10.9 µM]

# Rows are unselected. About 1.8% of those tested had a hit in this group.
